LEDGF integ inh: blocks HIV-1 LEDGF/p75-dependent DNA integration; TR-FRET IN-LEDGF/p75 DNA integration, Eu/Cy5; inhibition, % at 3.7 µM; actives 0.64% (n = 370,000);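 active = inhibition above the screen-wide mean plus 3 SD, cut at about 13% in these data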;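 note: signal is the Cy5 over europium emission ratio at 671 and 618 nm; 0% = plate median of compound wells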
DDE Tn6 FP inh: DD(E)-Tn6 binding inhibition, primary FP screen. P02675. Fibrin DD(E) TRITC-Tn6 fluorescence polarization displacement. inhibition, % at 8.3 µM. actives 0.21% (n = 370,000);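 active = inhibition above a per-campaign cutoff: mean of compounds within control limits plus 3 SD, cut at about 15% in these data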;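 note: 0% = median of all compound wells on the plate and 100% = blocking peptide control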
Target sequence (P02675 whole entry, looked up): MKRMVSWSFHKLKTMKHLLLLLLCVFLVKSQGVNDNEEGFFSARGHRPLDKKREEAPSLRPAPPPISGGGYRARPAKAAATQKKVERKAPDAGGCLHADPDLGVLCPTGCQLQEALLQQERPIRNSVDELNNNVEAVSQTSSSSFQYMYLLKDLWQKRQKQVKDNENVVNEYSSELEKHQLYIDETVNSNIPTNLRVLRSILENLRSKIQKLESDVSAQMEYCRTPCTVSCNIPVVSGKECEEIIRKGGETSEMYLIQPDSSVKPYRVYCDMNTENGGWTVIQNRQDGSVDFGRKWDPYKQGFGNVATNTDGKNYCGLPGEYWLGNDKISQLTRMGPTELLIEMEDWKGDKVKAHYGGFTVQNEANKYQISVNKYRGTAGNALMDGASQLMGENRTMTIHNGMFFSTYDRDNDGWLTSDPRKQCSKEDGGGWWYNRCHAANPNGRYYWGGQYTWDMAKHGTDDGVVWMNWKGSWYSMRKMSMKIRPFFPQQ
DDE Tn7 FP inh: inhibitors of Tn7 peptide binding to human fibrin DD(E) | FP displacement of FITC-Tn7 peptide from fibrin DD(E); 0% = median of compound wells per plate | actives 0.13% (n = 370,000) | inhibition, % at 8.3 µM | P02675;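 active = inhibition above the mean of compounds falling within the control limits plus 3 SD of them, cut at about 14% in these data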;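 note: 0% = plate median of compound wells and 100% = 10 µM Aha-Tn7 peptide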
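Test system: human clot-derived fibrin DD(E) complex / Quantity: 2 µM final DD(E) protein / Incubation: 10 min plus 3 h, room temperature / Measured by: fluorescence polarization / Benchmarks: high control of 10 µM Aha-Tn7 peptide / Replicates: singlicate testing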
TDP2 inh: TDP2 (human) inhibition, absorbance primary screen. O95551. recombinant TDP2, T5PNP hydrolysis, p-nitrophenol absorbance 415 nm. inhibition, % at 12.8 µM. actives 0.34% (n = 370,000). AID 720702;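 active = inhibition above the mean of all tested compounds plus 3 SD, set per campaign, cut at about 25% in these data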;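 note: 0% = DMSO with enzyme and 100% = buffer with substrate but no TDP2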
Target sequence (O95551 whole entry, looked up): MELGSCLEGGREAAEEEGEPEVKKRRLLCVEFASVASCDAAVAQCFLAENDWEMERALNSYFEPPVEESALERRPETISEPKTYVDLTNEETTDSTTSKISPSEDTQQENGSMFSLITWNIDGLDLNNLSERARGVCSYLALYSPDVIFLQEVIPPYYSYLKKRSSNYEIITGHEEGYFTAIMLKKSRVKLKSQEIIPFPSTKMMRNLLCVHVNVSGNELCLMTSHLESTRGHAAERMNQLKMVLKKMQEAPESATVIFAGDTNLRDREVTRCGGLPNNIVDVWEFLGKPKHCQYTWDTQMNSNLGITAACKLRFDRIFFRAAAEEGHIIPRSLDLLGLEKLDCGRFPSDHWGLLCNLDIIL
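Incubation: 2 h at 37 °C; Test system: recombinant human TDP2; Quantity: enzyme 120 nM; Read-out basis: percent inhibition; Medium: 50 mM Tris-HCl pH 7.5 with Mg2+, KCl, DTT, BSA; Repeats: single replicate; Compound: 12.8 µM single point, 1% DMSO; Signal: epi absorbance; Reagent: 5 mM T5PNP chromogenic substrate; Benchmarks: no-enzyme high, DMSO-plus-enzyme low.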
MBD2 DNA inh: MBD2-methylated oligo binding inhibition; Q9UBB5; TR-FRET, MBD2 binding to methylated oligonucleotide; inhibition, % at 4.4 µM; actives 0.31% (n = 370,000); AID 686964; in the data active = inhibition above about 13%
TCR-CD3 inh: human TCR-CD3 binding inhibition; actives 0.37% (n = 360,000); inhibition, % at 9.4 µM; TAMRA-labeled TCR probe fluorescence, biochemical; in the data active = inhibition above about 19%;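 note: recombinant mutant TCR 2C K166C tagged with TAMRA read by polarization; 0% = receptor in buffer alone and 100% = receptor with positive control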
SIAE primary: human SIAE inhibition, primary screen | Q9HAT2 | SIAE FP-Rh probe binding, fluorescence polarization | inhibition, % at 9.66 µM | actives 0.69% (n = 370,000) | AID 1053197;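 active = inhibition above a cutoff: mean of compounds within the control limits plus 3 SD of those, cut at about 17% in these data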;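 note: 0% = plate median of compound wells and 100% = probe without SIAE protein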
PRMT1 inh: inhibitors of human PRMT1 | Q99873 | recombinant PRMT1, activity-based probe fluorescence polarization | inhibition, % at 2.79 µM | actives 1.3% (n = 370,000) | AID 652257;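 active = inhibition above about 21% made by adding two undisclosed values, limit read from the data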
UHRF1 binding: blocks human UHRF1 binding to methylated DNA; Q96T88; UHRF1 binding to methylated oligo, TR-FRET; inhibition, % at 4.4 µM; actives 0.75% (n = 370,000); in the data active = inhibition above about 21%;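 note: UHRF1 SRA domain binding a hemimethylated CpG hairpin DNA probe; 0% = median of test compound wells and 100% = reference inhibitor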
proKLK7 act: activators of human kallikrein-7 zymogen. P49862. AID 652039. activation, % at 7 µM. actives 0.9% (n = 370,000). purified proKLK7, EDANS-DABCYL substrate fluorescence; 100% is mature enzyme control, 0% vehicle;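 active = activation above the mean of all tested compounds plus 3 SD, computed per campaign excluding outliers beyond control limits, cut at about 13% in these data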
Target sequence (P49862 whole entry, looked up): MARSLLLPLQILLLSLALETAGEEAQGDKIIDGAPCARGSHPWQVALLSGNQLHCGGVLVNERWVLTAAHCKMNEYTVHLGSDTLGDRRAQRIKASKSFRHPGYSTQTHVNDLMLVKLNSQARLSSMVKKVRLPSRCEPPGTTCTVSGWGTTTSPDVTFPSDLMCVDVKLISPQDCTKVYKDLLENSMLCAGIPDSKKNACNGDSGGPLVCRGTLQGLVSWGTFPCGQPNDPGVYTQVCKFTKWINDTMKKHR
Active calls of the source: *.

SMILES	LEDGF integ inh	DDE Tn6 FP inh	DDE Tn7 FP inh	TDP2 inh	MBD2 DNA inh	TCR-CD3 inh	SIAE primary	PRMT1 inh	UHRF1 binding	proKLK7 act
CC(=O)N1CCN(S(=O)(=O)c2cccc(C(=O)NNC(=O)COc3c(C)cccc3C)c2)CC1	-5.7	5.2	2.8	-2.9	-0.1	-2.0	0.6	-1.3	2.3	0.0
CCc1ccccc1N(C(=O)c1ccco1)C(C(=O)NC1CCCC1)c1cccnc1 (stereo unspecified)	-4.9	-3.9	10.4	-4.9	2.8	1.0	-4.5	2.9	1.9	-0.4
COc1ccc(/C=N/N=C2/NC(=O)C(CC(=O)O)S2)cc1OCc1ccc(Cl)cc1Cl (stereo unspecified)	2.3	-6.8	-0.1	1.8	-0.8	14.9	-0.4	-0.4	1.2	0.0
COc1ccc(NS(=O)(=O)c2ccc3c(c2)NC(=O)C(C)S3)cc1 (stereo unspecified)	-0.8	-9.2	13.9*	-10.8	-2.5	1.3	0.1	1.7	-1.4	-0.3
CN1CCN(S(=O)(=O)c2ccc(Cl)c(C(F)(F)F)c2)CC1	-0.2	-0.4	-2.8	4.7	1.2	1.0	-2.7	-2.4	0.3	-0.7
CC(C)c1ccc(NC2CCCN(C(=O)c3ccnc(Cl)c3)C2)cc1 (stereo unspecified)	0.8	-2.6	-1.5	10.7	-2.7	4.5	9.9	2.0	1.6	0.6
Cc1ccc(Nc2nc(CSc3nnc(-c4cccnc4)n3-c3ccccc3F)cs2)cc1	-0.2	-6.5	-2.3	1.4	6.4	2.1	4.5	-0.9	1.2	-0.2
N#C/C(=C\c1c(Cl)cccc1Cl)c1nc2ccccc2[nH]1	7.2	3.1	-2.0	-8.0	-6.6	3.5	-2.8	-6.1	-7.0	1.1
CC1CCCCC1NC(=O)CN1C(=O)NC(C)(c2ccc(OC(F)F)cc2)C1=O (stereo unspecified)	-2.0	5.3	0.3	1.0	4.4	-4.7	0.7	-1.2	2.4	0.3
CSC1=NCCN1S(=O)(=O)c1ccc(F)cc1	-4.2	1.4	-10.2	-3.6	-5.1	9.6	0.9	-3.1	1.6	-0.6
Cc1cc(C)nc(N2CCC(C(=O)Nc3ccc4c(c3)CCC4)CC2)n1	1.9	10.2	1.4	9.1	-4.8	6.3	-0.8	0.5	-2.9	-0.2
O=C(N/N=C/C(Cl)=C/c1ccc([N+](=O)[O-])cc1)C(=O)Nc1cccc(C(=O)O)c1	2.8	-9.0	-1.1	-17.7	-8.1	-5.9	-5.3	-0.1	1.0	0.7
Cn1c(=O)c2c(nc(N3CCOCC3)n2CCSc2ncccn2)n(C)c1=O	-1.2	-13.3	-1.2	2.8	-6.2	8.7	1.0	-1.7	-0.3	0.2
N#C/C(=C/c1ccccc1)c1nn(CCO)c(N)c1C#N	-1.6	-2.5	-0.7	1.6	-6.0	8.2	3.2	-2.1	-3.8	-0.5
Cc1cc(C)cc(NCCC#N)c1	-2.7	1.9	7.6	-4.6	1.1	0.8	10.2	-1.6	1.0	-0.1
COc1ccccc1NS(=O)(=O)c1cccc(C(=O)N2CCCC2)c1	-7.5	5.9	6.3	6.7	1.4	-5.2	0.6	0.9	43.4*	-0.8
N=c1ccccn1CC(O)COc1ccccc1 (stereo unspecified)	2.7	-3.2	3.1	-6.4	-3.4	3.7	3.1	0.5	-3.1	-0.3
CCCC(=O)Nc1cccc(NC(=S)NC(=O)C(C)Oc2ccc(Cl)cc2Cl)c1 (stereo unspecified)	2.2	-7.2	-6.2	-2.9	5.9	3.8	-79.7	1.4	0.7	0.3
Cn1cccc1C(=O)Nc1ccc(Cl)c(S(=O)(=O)N2CCCCC2)c1	5.4	-0.5	0.4	-14.2	-8.1	-10.0	-11.6	6.9	0.7	-0.2
CCCOc1ccccc1Cn1c(=O)oc2ccc(C)cc21	-4.9	10.5	2.1	-3.4	3.9	-2.8	-3.2	-3.1	3.8	0.6
O=C1/C(=C/c2ccc([N+](=O)[O-])cc2)Oc2cc(O)ccc21	-2.0	-4.8	5.2	-13.0	-6.0	0.1	-6.1	-0.8	-5.9	0.1
COc1ccc(-c2csc(N3CCN(C(=O)c4ccco4)CC3)n2)cc1	3.9	3.5	2.0	3.0	-5.6	0.9	2.0	-5.9	3.0	-0.4
Cn1cc(CCNC(=O)C2CCC(=O)N(CCc3ccc(Cl)cc3)C2)cn1 (stereo unspecified)	2.1	-0.9	-0.5	6.7	-5.2	7.0	-3.4	3.1	-0.8	-0.2
Cn1nccc1C(=O)N1CCN(c2ccccc2Cl)CC1	-0.2	3.7	6.8	-4.1	0.9	3.0	-0.6	-0.3	0.2	0.8
COc1ccc2sc(NC(=O)NC(=O)c3c(Cl)cccc3Cl)nc2c1	-0.1	-8.9	1.8	-3.4	8.9	-1.8	-13.2	10.4	4.4	-0.1

Entries listed so far that contain a nitro group on carbon:
SMILES	LEDGF integ inh	DDE Tn6 FP inh	DDE Tn7 FP inh	TDP2 inh	MBD2 DNA inh	TCR-CD3 inh	SIAE primary	PRMT1 inh	UHRF1 binding	proKLK7 act
O=C(N/N=C/C(Cl)=C/c1ccc([N+](=O)[O-])cc1)C(=O)Nc1cccc(C(=O)O)c1	2.8	-9.0	-1.1	-17.7	-8.1	-5.9	-5.3	-0.1	1.0	0.7
O=C1/C(=C/c2ccc([N+](=O)[O-])cc2)Oc2cc(O)ccc21	-2.0	-4.8	5.2	-13.0	-6.0	0.1	-6.1	-0.8	-5.9	0.1

The list continues:
SMILES	LEDGF integ inh	DDE Tn6 FP inh	DDE Tn7 FP inh	TDP2 inh	MBD2 DNA inh	TCR-CD3 inh	SIAE primary	PRMT1 inh	UHRF1 binding	proKLK7 act
CC(C)C(=O)Nc1nc(-c2ccc3c(c2)CCN3C(=O)C2CC2)cs1	-0.2	-0.6	1.4	10.7	0.1	6.7	15.5	0.3	-1.1	0.0
CCc1nc2c(OCCn3cccc3)cccn2c1N(C=O)Cc1ccccc1	0.8	-1.4	4.2	6.3	2.5	5.6	7.8	4.5	3.6	0.2
O=C(COC(=O)CCCN1C(=O)c2ccccc2C1=O)Nc1ncc(Cl)cc1Cl	-3.1	-2.5	15.2*	11.2	-3.3	1.7	-1.9	4.0	-0.4	-0.4
CCC(=O)Nc1ccc(C(=O)Nc2cccc(C)n2)cc1	-0.1	-3.0	6.4	-3.2	-0.9	-1.7	-3.4	1.6	4.6	-0.6
COC(=O)c1ccccc1NC(=O)c1ccccc1N(C)S(=O)(=O)c1ccccc1	-1.2	1.3	0.6	-8.4	3.9	0.2	2.6	-2.2	1.5	-0.6
CC(C)(/C=N/O)/[N+]([O-])=C/c1ccccc1	-3.2	6.5	-2.7	6.6	2.6	4.1	1.4	4.6	0.5	0.2
CCOC(=O)c1ccc(NC(=O)N2CCOCC2)cc1	2.2	-2.4	-0.2	-3.1	-1.4	4.7	-0.5	-2.5	4.5	-0.1
Cc1ccc(C)n1-c1ccc(N2CCOCC2)c([N+](=O)[O-])c1	-2.3	-6.9	3.1	5.6	-6.5	5.5	8.2	-0.6	-7.5	0.2
CC(=O)c1cccc(NC(=O)N2CCCc3ccccc32)c1	-0.1	3.9	4.7	-3.2	3.8	2.8	7.1	-0.8	0.6	0.2
CC(C)(C)C(=O)NCc1ccc(C(=O)CSc2nnc(C3CC3)n2C2CC2)s1	-1.4	-5.4	3.0	-1.6	1.6	2.0	-8.2	1.7	-0.8	0.8
CCCCN(C)C(=O)c1cc2cc([N+](=O)[O-])cc(OC)c2oc1=O	-4.0	-3.2	-2.1	5.2	5.9	-2.1	5.9	7.0	0.5	0.6
CCN(CC)N=Nc1ccc(C(=O)O)cc1	1.9	-6.5	2.2	7.2	-1.2	-1.1	3.0	0.1	-1.0	-1.1
Cc1cccc2sc(NC(=O)c3ccc(OCC4CCCO4)cc3)nc12 (stereo unspecified)	4.6	7.2	2.2	-5.0	-5.7	1.4	-0.6	-3.8	-0.6	0.5
Cc1onc(-c2c(Cl)cccc2Cl)c1C(=O)NCCc1ccc(S(N)(=O)=O)cc1	2.5	-3.7	-2.5	-4.8	14.3*	2.9	3.7	-0.1	32.3*	0.3
N#Cc1cccc(-n2nnnc2-c2ccc3c(c2)OCO3)c1	3.2	-4.3	4.4	-1.7	2.1	-1.1	-0.8	3.5	4.0	0.2
CCN(CC)c1ccc2c(C)c(CO)c(=O)oc2c1	-4.9	0.7	1.9	4.4	-1.4	8.3	3.6	-0.6	-4.7	50.3*
COCCNC(=O)C(c1ccco1)N(C(=O)Cn1nnc2ccccc21)c1ccc(C)cc1C (stereo unspecified)	0.3	3.0	1.0	3.9	0.6	2.8	3.8	-3.9	-2.8	0.3
CCOC(=O)CCc1c(C)nc2ncnn2c1C	3.2	-8.4	-3.3	-2.9	-3.6	-5.0	0.3	-3.5	3.7	-0.3
C[C@H]1CN([C@@H](C)CO)C(=O)c2cc(Br)cnc2O[C@H]1CN(C)Cc1ccc(Oc2ccccc2)cc1	-9.1	2.7	-5.1	-1.7	-6.3	4.1	0.5	-3.2	-0.5	0.1
COc1ccccc1N1CCN(C(=O)c2cc3c(-c4ccc(Cl)cc4)nn(C)c3s2)CC1	2.9	4.2	-5.8	-0.9	-1.9	4.4	-3.5	1.0	-0.9	0.0
COc1cccc(CN2C[C@]34C=C[C@@H](C[C@@H]3S2(=O)=O)O4)c1	-2.9	1.1	-3.8	-2.8	-1.9	1.8	-1.9	1.9	-0.5	0.0
COc1ccc(Br)cc1-c1nc(C)c(C(C)=O)n1O	0.6	6.2	5.6	1.5	-4.5	-2.0	2.0	-0.3	0.0	-0.4
Cc1cccc(CSCCNC(=S)Nc2ccccc2)c1	-1.2	3.0	-0.6	-3.6	3.5	-1.0	-4.7	-0.8	-3.1	-0.1
Cc1c(Br)cc(C(=O)NCc2ccco2)c(C)c1C	4.0	2.4	-1.9	9.5	-3.1	4.8	0.9	2.8	0.1	0.0
O=C(Nc1cc2c3c(c1)CC(=O)N3CCC2)c1ccco1	-2.7	-6.1	5.0	10.3	-0.3	3.1	2.3	-2.5	-0.6	-0.3
SMILES	LEDGF integ inh	DDE Tn6 FP inh	DDE Tn7 FP inh	TDP2 inh	MBD2 DNA inh	TCR-CD3 inh	SIAE primary	PRMT1 inh	UHRF1 binding	proKLK7 act
CC(C)c1nc(SCC(=O)N2CCCCCC2)c2c(=O)n(C)c(=O)n(C)c2n1	1.5	7.6	4.9	6.8	7.8	2.6	-0.3	3.0	2.2	0.1
CC(Sc1nnc(-c2cc3ccccc3o2)n1-c1ccccc1)C(=O)O (stereo unspecified)	5.3	6.2	-0.6	12.3	0.8	3.9	-3.4	0.8	0.9	0.7
CSc1nc(C)cc(/C=C\c2ccccc2)c1C#N	-3.1	3.8	2.5	-8.2	0.6	2.4	7.9	-2.1	-1.0	-0.7
Cc1cc(C)c(NC(=O)c2ccc3nccnc3c2)c(C)c1	1.4	-0.1	-9.9	4.3	2.6	1.1	1.5	5.7	0.9	0.1
Cn1c(=O)c2c(ncn2CC(=O)OCC(=O)NCc2ccc(F)cc2)n(C)c1=O	-2.9	9.7	-1.2	3.4	5.3	-2.9	-2.1	1.2	0.6	-1.6
O=C(C[n+]1ccc2ccccc2c1)c1ccc2ccc3ccccc3c2c1	0.9	3.9	-5.0	-2.8	2.9	4.4	0.7	-2.9	-26.8	-3.8
